Htt clearance – clearance of mutant huntingtin inclusions, primary screen, imaging, HeLa Exon1htt(103Q)mCFP, confocal imaging. aggregate imaging; zero = plate's median compound well. inhibition, % at 1.5 µM. actives 0.42% (n = 47,000). AID 853, 2007;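 active = inhibition of aggregate fluorescence above about 70%, also judged a hit by eye on the cell image, limit read from the data, passing the limit was not always enough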;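 also: cells exposed to compound for three days before fixation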
Htt clearance grain fraction – recorded beside Htt clearance, whose call it bears; fraction fluorescence in grains; measured here: aggregate grain fluorescence fraction; active compounds read low;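 scaled fraction of total cell fluorescence in grains with unit not stated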
* = called active by the depositor. This is a subset, so the mix of outcomes need not match the whole.

Sample of the layout (two entries):
No.	Htt clearance	Htt clearance grain fraction	mol
1	24.2	28.1	CCOc1ccccc1NC(=O)C1Cc2ccccc2CN1S(C)(=O)=O (stereo unspecified)
2	37.4	19.2	CCCCc1nc2ccccc2c(NC(=O)CNC(C)(C)C)c1CCC

The listing, from the start:
No.	Htt clearance	Htt clearance grain fraction	mol
1	24.2	28.1	CCOc1ccccc1NC(=O)C1Cc2ccccc2CN1S(C)(=O)=O (stereo unspecified)
2	37.4	19.2	CCCCc1nc2ccccc2c(NC(=O)CNC(C)(C)C)c1CCC
3	26.5	31.9	C=CCn1c(C)c(C(C)=O)c(N2CCN(c3ccccc3)CC2)nc1=S
4	13.6	17.1	COC(=O)C1C(c2ccc(Cl)cc2)NC(c2ccc(Cl)cc2)C(C(=O)OC)S1(=O)=O (stereo unspecified)
5	-6.9	49.5	CCCCN(CC)C(=O)c1cccc(Cl)c1
6	25.2	14.8	CCn1c(NCc2cccs2)nc2ccccc21
7	-108.6	101	O=C1Nc2ccccc2OC1CC(=O)N1CCOCC1 (stereo unspecified)
8	2.8	18.8	COCCNS(=O)(=O)c1ccc(SC)cc1
9	5.3	18.4	CCOC(=O)CNC(=O)c1cc(-c2ccc3c(c2)OCCO3)oc1C
10	30.3	26.2	CN1C(=O)CC(Sc2ccccc2C(=O)O)C1=O (stereo unspecified)
11	-11.7	44	COC(=O)c1ccc(C)c(NS(=O)(=O)c2ccc(NC(C)=O)cc2)c1
12	-8.8	56.7	N#Cc1nc(-c2ccccc2F)oc1NCCN1CCOCC1
13	41.7	11.5	Cc1cc(C)n(-c2nnc3n2N=C(c2ccccc2)CS3)n1

Five compounds out of the list above, arranged by the number in Htt clearance, lowest first:
entry	SMILES	Htt clearance	Htt clearance grain fraction
7	O=C1Nc2ccccc2OC1CC(=O)N1CCOCC1 (stereo unspecified)	-108.6	101
11	COC(=O)c1ccc(C)c(NS(=O)(=O)c2ccc(NC(C)=O)cc2)c1	-11.7	44
8	COCCNS(=O)(=O)c1ccc(SC)cc1	2.8	18.8
4	COC(=O)C1C(c2ccc(Cl)cc2)NC(c2ccc(Cl)cc2)C(C(=O)OC)S1(=O)=O (stereo unspecified)	13.6	17.1
10	CN1C(=O)CC(Sc2ccccc2C(=O)O)C1=O (stereo unspecified)	30.3	26.2
